PLK1 kinase inh = human PLK1 kinase inhibitors, primary screen, biochemical, TR-FRET | recombinant PLK1 kinase, TR-FRET peptide phosphorylation | inhibition, % at 10 µM | 97,000 compounds, 0.53% hits;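 active = inhibition of 50% or more in the single-concentration screen; inactive = inhibition below 50%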;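 also: 0% = DMSO max control and 100% = H-89 dihydrochloride min control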
CYP2C19 inhib = blockers of cytochrome P450 2C19 activity – biochemical, luminescence, ADME assay, primary screen. P33261. CYP2C19 Supersomes, luciferin-H EGE luminescence, 30 min. inhibition, % at 5 µM. 96,000 compounds, 21% hits. AID 778, 2007;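 active = CYP2C19 inhibition above a set limit at 5 µM in the primary screen, cut at about 50% in these data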;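 also: plate controls were negative control wells for no effect and 2.5 mM tranylcypromine positive control for full effect; values of inactives mirror those of a sister screen read the other way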
Plk1 PBD FP = Plk1 polo box domain binding inhibitors, primary screen, biochemical, fluorescence polarization | Serine/threonine-protein kinase PLK1 (Homo sapiens), P53350 | Plk1 PBD phosphopeptide binding | inhibition, %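 (tested at about 20 µM)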 | 97,000 compounds, 0.13% hits; in the data active = inhibition above about 34%, passing the limit was not always enough
CYP2C9 activ = human CYP2C9 activators, primary screen, biochemical, luminescence | Cytochrome P450 2C9 (Homo sapiens), P11712 | activation factor at 5 µM | recombinant CYP2C9, luciferin-H conversion; active compounds read high; factor 1 = untreated enzyme, 0 = blocked | AID 1024, 2008 | 96,000 compounds, 1.4% hits;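 active = activation factor of 2 or more for CYP2C9 at a 5 µM dose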;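 also: 0 = sulfaphenazole-blocked wells and 1 = vehicle-only wells; values of inactives mirror those of a sister screen read the other way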
PLAP act = PLAP enzyme activators, biochemical, luminescence, HTS. activation fold at 20 µM. AID 696, 2007. Alkaline phosphatase, placental type (Homo sapiens), P05187. purified PLAP enzyme, luminescent substrate read-out; active compounds read high. 96,000 compounds, 1.2% hits; in the data active = activation fold above about 2
Target sequence (P05187 whole entry, looked up): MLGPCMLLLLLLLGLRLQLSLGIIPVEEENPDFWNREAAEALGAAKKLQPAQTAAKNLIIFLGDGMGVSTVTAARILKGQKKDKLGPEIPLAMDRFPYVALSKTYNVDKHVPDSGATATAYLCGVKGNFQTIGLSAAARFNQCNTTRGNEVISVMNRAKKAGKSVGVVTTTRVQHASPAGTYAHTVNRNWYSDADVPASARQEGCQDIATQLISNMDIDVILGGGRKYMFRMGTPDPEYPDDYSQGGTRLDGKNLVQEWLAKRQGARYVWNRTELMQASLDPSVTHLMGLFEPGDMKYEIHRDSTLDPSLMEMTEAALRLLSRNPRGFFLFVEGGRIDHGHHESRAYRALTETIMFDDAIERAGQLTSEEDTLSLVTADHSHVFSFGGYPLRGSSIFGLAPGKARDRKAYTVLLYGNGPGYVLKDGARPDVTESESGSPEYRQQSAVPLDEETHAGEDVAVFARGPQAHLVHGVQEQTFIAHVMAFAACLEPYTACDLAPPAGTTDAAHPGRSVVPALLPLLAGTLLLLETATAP
CYP2C19 activ = human CYP2C19 activators, primary screen, biochemical, luminescence. 96,000 tested, under 10 active. recombinant CYP2C19, luciferin-H EGE luminescence; active compounds read high; 0 = fully inhibited enzyme, 1 = untreated enzyme. activation factor at 5 µM. Cytochrome P450 2C19 (Homo sapiens), P33261;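 active = activation factor of at least 2 at 5 µM in the primary screen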;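 also: 0 = wells with 2.5 mM tranylcypromine and 1 = vehicle-only wells; values of inactives mirror those of a sister screen read the other way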
CYP2C9 inhib = blockers of cytochrome P450 2C9 activity – biochemical, luminescence, ADME assay, primary screen; P11712; CYP2C9 Supersomes, luciferin-H conversion; inhibition, % at 5 µM; 96,000 compounds, 20% hits; AID 777, 2007;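 active = blocking of liver enzyme CYP2C9 beyond about 50% at 5 µM, limit read from the data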; also: values of inactives mirror those of a sister screen read the other way
EphB4 antag = EphB4-ephrin-B2 interaction antagonists, primary screen, biochemical, TNYL-RAW peptide probe, fluorescence polarization; 97,000 compounds, 0.15% hits; EphB4 LBD / TNYL-RAW-Alexa532 peptide; Ephrin type-B receptor 4 (Homo sapiens), P54760; inhibition, % at 7 µM;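 active = inhibition above the screen-wide mean inhibition plus 3 SD, cut at about 15% in these data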;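 also: 0% = DMSO wells and 100% = excess unlabeled TNYL-RAW peptide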
Rev-RRE block = HIV-1 Rev-RRE binding inhibitors, primary screen, biochemical, FRET, protein-RNA interaction; P05866; Rev peptide-RRE RNA binding; inhibition, % at 8 µM; 97,000 compounds, 0.79% hits; AID 704, 2007;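 active = inhibition above the screen-wide mean plus 3 SD, cut at about 35% in these data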;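 also: 0% = median DMSO wells and 100% = median Neomycin B control wells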
Target sequence (P05866 whole entry, looked up): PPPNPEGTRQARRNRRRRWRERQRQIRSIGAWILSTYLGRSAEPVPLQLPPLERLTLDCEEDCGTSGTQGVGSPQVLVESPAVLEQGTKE
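Test system – labelled RRE RNA duplex and labelled Rev peptide · Signal – fluorescein-to-Cy5 FRET, 480 nm excitation · Evaluation – % inhibition of FRET ratio versus controls · Benchmarks – DMSO low control, neomycin B high control · Incubation – 5 min RNA-compound premix plus 15 min binding step, 25 °C · Medium – HEPES pH 7.5 salt buffer with EDTA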
Active calls of the source: *; . = not tested or not shown.

CYP2C9 inhib	CYP2C19 inhib	PLAP act	CYP2C9 activ	PLK1 kinase inh	EphB4 antag	CYP2C19 activ	Plk1 PBD FP	Rev-RRE block	structure
56*	-2	0.7	0.4	-10	-3	1	-33	13	O=CN(/C=C1\Sc2ccccc2C1=O)Cc1ccccc1
24	51*	1.5	0.8	-26	-2	0.5	-7	1	COc1cc(CNc2ccc3[nH]c(=O)[nH]c3c2)cc(Br)c1OCC(=O)NC(C)(C)C
4	4	0.7	1	-6	2	1	-18	5	Cc1cc(Cl)c(S(=O)(=O)NCc2ccccc2)cc1OCC(N)=O
0	10	1.1	1	-2	9	0.9	0	5	CCN(CC)S(=O)(=O)c1ccc(-c2nnc(SC)o2)cc1
-10	-14	0.9	1.1	-10	2	1.1	-20	1	Cn1c(SCC(=O)O)nnc1C1CCCCC1
-6	-3	0.9	1.1	-8	1	1	-18	11	CCOc1nc(C)nc(NC(=O)NS(=O)(=O)c2ccccc2Cl)n1
10	14	1	0.9	-10	-9	0.9	2	-2	O=C(c1cc2nc(-c3cccs3)cc(C(F)(F)F)n2n1)N1CCCc2ccccc21
68*	40	0.8	0.3	-5	4	0.6	-2	4	COc1cccc(C(=O)CSc2nnnn2C2CCCCC2)c1
39	92*	0.8	0.6	3	-3	0.1	20	-1	Cc1nc(C#N)c(NCc2ccc3c(c2)OCO3)o1
.	.	.	.	-4	8	.	-5	13	CC(C)(C)c1cc(C(=O)Nc2cccc3ccccc23)ccn1
-7	-3	0.9	1.1	-4	-7	1	1	8	CC12C=CC3(O1)C(C(=O)N(c1cccnc1)C3C(=O)NC1CCCCC1)C2C(=O)Nc1ccccc1 (stereo unspecified)
.	.	.	.	-17	8	.	27	-2	CCC(=O)NCCC(c1ccco1)c1ccccc1OC (stereo unspecified)
50	10	0.8	0.5	-20	1	0.9	32	8	Cc1nn(Cc2ccccc2Cl)c(C)c1NC(=O)c1cc(-c2ccc(F)cc2)on1
47	45	1.7	0.5	0	-2	0.5	-13	8	Cc1ccc2[nH]c(=O)c(CN(CCN3CCOCC3)C(=O)Nc3ccc(F)cc3)cc2c1
57*	37	0.9	0.4	-7	8	0.6	-15	12	COc1ccc(C2=Nn3c(nnc3-c3ccco3)SC2)cc1OC
25	5	0.9	0.8	-9	3	0.9	-8	7	O=C(Cc1ccc(-n2cnnn2)cc1)NC12CC3CC(CC(C3)C1)C2
.	.	.	.	-8	-6	.	-22	-1	CC(Oc1ccc(Cl)cc1Cl)c1nc(-c2ccc(NC(=O)c3ccccn3)cc2)no1 (stereo unspecified)
.	.	.	.	-9	-8	.	-2	2	COc1cc(S(=O)(=O)N2CCOCC2)c(OC)c(S(=O)(=O)N2CCOCC2)c1
-18	-19	1	1.2	-7	-1	1.2	-2	1	c1ccc(Cn2c(SCc3cn4cccnc4n3)nnc2-c2ccco2)cc1
1	1	0.9	1	5	-2	1	-12	-4	CC1(C)CC(N2CCN(c3ccccc3)CC2)=CC(=[N+]2CCCC2)C1
-5	24	0.9	1	-10	0	0.8	18	7	Cc1cc(C)n2nc(S(=O)(=O)NC3CCCCC3)nc2n1
54*	24	1.3	0.5	-5	1	0.8	25	4	O=S(=O)(c1ccc(OCC(O)CN2CCN(c3ccccc3O)CC2)cc1)N1CCOCC1 (stereo unspecified)
13	3	1.2	0.9	-16	2	1	1	2	CCOc1ccccc1Oc1c(C)oc2c(CN3CCN(C)CC3)c(O)ccc2c1=O
96*	80*	1.5	0	-12	2	0.2	-13	-2	CC1(C)Cc2c(C#N)c(SCc3nc4ccccc4[nH]3)nc(N3CCOCC3)c2CO1
8	42	1.1	0.9	-1	4	0.6	-4	3	CCOc1ccccc1NC(=S)Nc1ccccc1F
28	24	1.4	0.7	-13	3	0.8	-32	1	O=C(O)c1ccc(COc2ccc3ccccc3c2/C=C2/NC(=O)N(c3ccccc3)C2=O)cc1
35	36	1	0.6	-9	-7	0.6	7	-2	O=C(COC(=O)C12CC3CC(CC(C3)C1)C2)NCc1ccco1
34	50*	1.3	0.7	-5	3	0.5	7	6	CCn1c(SCC(=O)Nc2nc(C)c(C(=O)OC)s2)nnc1C(C)C
6	-10	1	0.9	-3	1	1.1	-1	3	O=C(Oc1cccc(N2C(=O)CCC2=O)c1)C1CC(=O)N(c2ccc(Br)cc2)C1 (stereo unspecified)
-22	-13	0.9	1.2	-19	2	1.1	-13	3	Cc1cc(N2CCCC2=O)cc(C)c1S(N)(=O)=O
98*	91*	1.7	0	-4	4	0.1	-31	13	CCN(CC)C(=O)COC(=O)c1cc(-c2ccc(OC)cc2)nc2ccccc12
.	.	.	.	-11	5	.	16	6	CN(C(=O)c1ccc(C(=O)N(C)C2CCCCC2)cc1)C1CCCCC1
75*	33	1.1	0.3	-8	4	0.7	-15	5	O=C(Nc1ccccc1)c1ccccc1NC(=O)C(F)(F)F
.	.	.	.	-8	0	.	-2	4	COc1cc2c(cc1O)C(SC)=NC(C)(C)C2
22	15	0.9	0.8	3	2	0.8	3	2	CC1=C(C)CS(=O)N(S(=O)(=O)c2ccccc2)C1 (stereo unspecified)
38	65*	1	0.6	3	2	0.3	-3	2	COC(=O)CCC(=O)Nc1ccc(Br)cc1
7	10	1.7	0.9	-11	2	0.9	12	7	COCC(=O)Nc1nc2n(n1)C(c1ccc(OC)cc1)CC(c1ccc(OC)cc1)N2 (stereo unspecified)
81*	82*	1.4	0.2	-2	-6	0.2	2	5	COc1ccc(C(=O)N(Cc2nc(-c3ccc(C)cc3)no2)C2CCCCC2)cc1OC
94*	54*	0.8	0.1	16	6	0.5	23	10	N#Cc1nc(-c2cccs2)oc1NCc1ccc2c(c1)OCO2
1	58*	1	1	-9	3	0.4	32	5	O=C(c1ccc(N2CCCC2=O)cc1)N1CCCCCC1
16	3	1.6	0.8	-17	2	1	-18	3	CCOC(=O)C1C(=O)NC(N2CCN(Cc3ccccc3)CC2)=NC1c1ccccc1 (stereo unspecified)
-1	45	1.1	1	3	-6	0.5	-18	0	C=CCSc1nnc(-c2c[nH]c3ccccc23)n1CCOC
.	.	.	.	-9	11	.	-6	8	Cc1cccc(NC(=O)c2cnc3n(c2=O)CCS3)c1
21	9	1	0.8	-6	0	0.9	-12	6	Clc1ccc2nc(CN3CCCCC3)cn2c1
54*	12	1	0.5	-8	2	0.9	22	8	CCC(Oc1ccccc1)C(=O)Nc1nc2c(s1)C(=O)CC(C)(C)C2 (stereo unspecified)
-17	-15	0.9	1.2	-14	-5	1.1	-13	5	Cn1c(SCC(N)=O)nnc1C1CCN(C(=O)NCc2ccccc2)CC1
18	-1	1.2	0.8	-16	9	1	-1	4	CCCCC(CC)CNS(=O)(=O)c1ccc2c(c1)CCN2C(=O)CCC(=O)O (stereo unspecified)
9	9	1	0.9	-11	-1	0.9	-40	9	O=C(Nc1ccn(Cc2ccccc2F)n1)c1ccc(COc2ccc(Br)cc2)cc1
46	52*	1.1	0.5	-7	-4	0.5	-12	9	CCS(=O)(=O)c1ccc2oc(SCC(=O)NC3CCCC(C)C3C)nc2c1 (stereo unspecified)
71*	8	1.2	0.3	0	-2	0.9	2	-3	Cc1cccc(-c2c3c(=O)n(C)c(=O)n(C)c3cn2-c2ccccc2O)c1
-6	-6	1	1.1	-40	-2	1.1	22	8	O=C(NC1CCCCCC1)C1c2ccccc2C(=O)N1CCCN1CCOCC1 (stereo unspecified)

Given tab-delimited: 9 of the compounds above.
structure	CYP2C9 inhib	CYP2C19 inhib	PLAP act	CYP2C9 activ	PLK1 kinase inh	EphB4 antag	CYP2C19 activ	Plk1 PBD FP	Rev-RRE block
O=C(c1ccc(N2CCCC2=O)cc1)N1CCCCCC1	1	58*	1	1	-9	3	0.4	32	5
CCOC(=O)C1C(=O)NC(N2CCN(Cc3ccccc3)CC2)=NC1c1ccccc1 (stereo unspecified)	16	3	1.6	0.8	-17	2	1	-18	3
C=CCSc1nnc(-c2c[nH]c3ccccc23)n1CCOC	-1	45	1.1	1	3	-6	0.5	-18	0
Cc1cccc(NC(=O)c2cnc3n(c2=O)CCS3)c1	.	.	.	.	-9	11	.	-6	8
Clc1ccc2nc(CN3CCCCC3)cn2c1	21	9	1	0.8	-6	0	0.9	-12	6
CCC(Oc1ccccc1)C(=O)Nc1nc2c(s1)C(=O)CC(C)(C)C2 (stereo unspecified)	54*	12	1	0.5	-8	2	0.9	22	8
Cn1c(SCC(N)=O)nnc1C1CCN(C(=O)NCc2ccccc2)CC1	-17	-15	0.9	1.2	-14	-5	1.1	-13	5
CCCCC(CC)CNS(=O)(=O)c1ccc2c(c1)CCN2C(=O)CCC(=O)O (stereo unspecified)	18	-1	1.2	0.8	-16	9	1	-1	4
O=C(Nc1ccn(Cc2ccccc2F)n1)c1ccc(COc2ccc(Br)cc2)cc1	9	9	1	0.9	-11	-1	0.9	-40	9

Screening results (PubChem)
